High-throughput results as filed in PubChem BioAssay.
GlmU inhibition: inhibition of mycobacterial GlmU enzyme – biochemical, glucosamine-1-phosphate acetyltransferase (AID 1376) | 220,000 tested, 0.25% active | M. tuberculosis GlmU acetyltransferase enzyme assay; higher % means a stronger effect | Bifunctional protein GlmU (Mycobacterium tuberculosis (strain ATCC 25618 / H37Rv)) | inhibition, %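 (tested at 30 µM in the primary screen)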; hits with a dose series show IC50 in µM; in the data active = inhibition above about 13%;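 note: 0% = complete reaction with vehicle and 100% = reaction without substrate; strong numbers were not always called active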
Mtb RmlCD inh: M. tuberculosis RmlC/RmlD coupled enzyme inhibitors, primary screen, biochemical, compound mixtures, 384-well, from 1536-well plates | dTDP-4-dehydrorhamnose reductase (Mycobacterium tuberculosis (strain ATCC 25618 / H37Rv)) … | RmlC+RmlD coupled enzyme assay, percent inhibition; primary screen in compound mixtures | inhibition, % at 3.6 µM | 160,000 tested, 0.03% active | AID 1533, 2009; in the data active = inhibition mostly above about 34%, no sharp cut-off; note: some results filed as inactive read as strong as hits
Target sequence (P9WH09 whole entry, looked up): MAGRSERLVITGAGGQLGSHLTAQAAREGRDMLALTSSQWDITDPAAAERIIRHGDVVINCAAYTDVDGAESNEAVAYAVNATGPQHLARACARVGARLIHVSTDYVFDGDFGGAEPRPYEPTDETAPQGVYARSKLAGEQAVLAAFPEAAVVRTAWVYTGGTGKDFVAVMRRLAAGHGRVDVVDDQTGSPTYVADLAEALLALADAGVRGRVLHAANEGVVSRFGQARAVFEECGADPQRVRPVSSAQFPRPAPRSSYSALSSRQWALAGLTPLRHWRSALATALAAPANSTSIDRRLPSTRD
Target sequence (P9WH11 whole entry, looked up): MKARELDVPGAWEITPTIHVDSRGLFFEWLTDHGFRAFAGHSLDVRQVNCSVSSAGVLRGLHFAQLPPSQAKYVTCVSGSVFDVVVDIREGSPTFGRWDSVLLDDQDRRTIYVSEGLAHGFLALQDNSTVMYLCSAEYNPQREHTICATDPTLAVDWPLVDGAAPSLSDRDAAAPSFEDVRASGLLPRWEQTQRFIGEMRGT
Active calls of the source: *; x = no result given.

SMILES	GlmU inhibition	Mtb RmlCD inh
COc1ccc(S(=O)(=O)NC(CCSC)C(=O)NC2CCCCC2)cc1 (stereo unspecified)	-5.5%	-4
c1ccc(-c2c3ccccc3nc3[nH]c4ccccc4c23)cc1	0.6%	x
O=C(Oc1ccc(Cl)c2cccnc12)N1CCCCCC1	0.2%	x
O=c1nc(N(c2ccccc2)c2ccccc2)[nH]c(=O)[nH]1	1.3%	x
O=C(N/N=C/c1ccccc1C(=O)O)c1ccccc1Br	-8.1%	4
Cc1ccc(C(=O)N2CCN(c3ccc(C(F)(F)F)cn3)CC2)c(C)c1	-0.3%	8
O=S(=O)(NCCc1ccncc1)c1ccccc1	-1.7%	1
CN(C)Cc1cccc([N+](=O)[O-])c1O	-4.6%	-9
O=C(Cc1n[nH]c(=O)c2ccccc12)NCc1ccccn1	-3.6%	17
O=C(Nc1cccc(C(F)(F)F)c1)Oc1ccc(Cl)c2cccnc12	2.5%	-5
CCOC(=O)c1oc2ccccc2c1CSc1nnnn1-c1ccccc1	0.8%	3
C=CCn1c(SCc2c(C)noc2C)nc2sc3c(c2c1=O)CCCCC3	-2.9%	-13
O=C1CN(c2ccccc2)C(=O)N1	1.6%	x
Cc1cc(C(=O)OCC(=O)N(C)c2ccccc2)ccc1[N+](=O)[O-]	1.2%	x
Nc1csnc1C(=O)O	0.1%	11
CS(=O)(=O)N(CC(=O)Nc1c(F)cccc1F)c1ccc(C23CC4CC(CC(C4)C2)C3)cc1	2.0%	x
CCOC(=O)c1ccccc1Nc1cn(C(C)=O)c2ccccc12	6.4%	x
CCC(C)(C)NC(=O)CN(C(=O)c1csnn1)c1ccccc1-c1ccccc1	-2.2%	x
CC(=O)Nc1nc(-c2ccc([N+](=O)[O-])cc2)cs1	1.3%	4
Cc1ccc(OCCCC(=O)Nc2ccc3c(c2)OCO3)cc1	-2.3%	x
COc1ccc(/C=C/c2ccncc2)c2ccccc12	3.0%	-1
CCOC(=O)N1CCN(CC(O)c2ccc3c(c2)CCN3)CC1 (stereo unspecified)	4.1%	5
Cc1cccc(NC(=S)N2CCN(Cc3ccc4c(c3)OCO4)CC2)c1C	-1.9%	-2
COC(=O)c1c(-c2cccc(C)c2)csc1NC(=O)C1CCCO1 (stereo unspecified)	-1.4%	1
Cc1ccc2nc(Cl)c(/C=N/NC(=O)c3ccccc3O)cc2c1	-2.2%	10
Cc1nn(Cc2ccccc2Cl)c(C)c1C(=O)Nc1nnc(C2CC2)s1	7.6%	x
CC1(C)CC(c2nc(-c3ccc([N+](=O)[O-])cc3)cs2)CCO1 (stereo unspecified)	4.7%	5
COc1ccc(CC(=O)N[C@@H](CCSC)c2nc3ccccc3[nH]2)cc1	-1.9%	-12
COc1cccc(C(=O)NC2CCSC2=O)c1 (stereo unspecified)	2.3%	x
CN1CCN(NC(=O)c2cccc(C(F)(F)F)c2)CC1	-4.8%	x
CN(C(=O)c1ccccn1)c1nnc(-c2cnccn2)s1	5.4%	x
COc1ccc(N2CCN(C(=O)COc3ncnc4ccccc34)CC2)cc1	-2.9%	-8
O=S(=O)(c1ccccc1)N1CCN=C1SCc1ccccc1	-6.2%	-12
CSc1ccccc1NC(=O)CNCCCN1CCOCC1	2.0%	-10
O=C(CCn1c(=O)c2sccc2n(CC(=O)NCc2ccco2)c1=O)NCc1ccccc1	3.6%	x
COc1cc(OC)c2ccc(=O)oc2c1C(CCN1CCN(c2ccccc2)CC1)c1ccc(N(C)C)cc1 (stereo unspecified)	0.4%	x
CC(C)c1onc(C(=O)NC2CCCCC2)c1[N+](=O)[O-]	-3.9%	-4
CCN(CC)CCNC(=O)NC1CCCCC1	4.3%	-5
CCn1c(SCC(=O)NCC(=O)Nc2ccc(F)cc2)nnc1-c1cccs1	4.0%	4
Cc1ccc(NC(=O)COC(=O)/C(=C/c2cccs2)c2cccs2)cc1S(=O)(=O)N(C)C	-4.7%	10
COc1ccc(OC)c(NC2c3ncccc3C(=O)N2Cc2ccco2)c1 (stereo unspecified)	3.3%	-8
O=C(CNC(=O)c1ccc2c(c1)OCCO2)N/N=C/c1ccco1	-1.6%	8
CCCCn1c(-c2ccc([N+](=O)[O-])cc2)n[nH]c1=S	5.0%	8
O=C(N/N=C/c1cc2c(cc1Br)OCO2)c1cccnc1	-3.6%	-9
CCOC(=O)c1c(-c2cccs2)csc1NC(=O)c1ccncc1	-0.5%	x
Cc1cccc(C(=O)OCc2cncs2)c1	-8.6%	4
CCC(Sc1ccc2nnc(CCNS(=O)(=O)c3ccc(OC)cc3)n2n1)C(=O)OC (stereo unspecified)	1.3%	-9
O=C(/C=C/Nc1ccc(Oc2ccccc2)cc1)c1ccco1	-1.1%	4
CS(=O)(=O)Nc1ccc(C2=NN(S(=O)(=O)c3ccc(F)cc3)C(c3ccco3)C2)cc1 (stereo unspecified)	0.5%	x
CC(=O)c1sc(NC(=O)C(C)(C)C)nc1C	-3.6%	x

(more compounds)
SMILES	GlmU inhibition	Mtb RmlCD inh
CC(Oc1ccc(Cl)cc1)C(=O)Nc1nccs1 (stereo unspecified)	1.4%	x
CCCNC(=O)c1c(NC(=O)C2COc3ccccc3O2)sc2c1CCCC2 (stereo unspecified)	2.7%	x
COc1cc2oc(=O)ccc2c(OC)c1CC(O)C(C)(C)O (stereo unspecified)	7.1%	5
COc1ccc(OC)c(/C=C/C(=O)c2ccc(Cl)cc2)c1	-1.7%	4
COc1ccccc1Nc1nc(-c2sc(NC(=O)c3ccco3)nc2C)cs1	0.0%	21
CC1(O)CC(c2ccc(Cl)cc2)=NN1C(=O)c1ccc([N+](=O)[O-])cc1 (stereo unspecified)	2.9%	8
Clc1ccc(/C=C\c2nccc3c2[nH]c2ccccc23)cc1	-1.5%	-7
Cc1ccnc(Sc2nc3c(c(=O)[nH]c(=O)n3C)n2CCCc2ccccc2)n1	-3.4%	-5
COc1ccccc1C(=O)Nc1ccc(Br)cc1C	1.6%	-2
CN(C)S(=O)(=O)Oc1cccc(C(=O)Nc2cccc(Cl)c2)c1	-1.7%	-14

Given with values under each structure: entries from further up
Second line of a record: GlmU inhibition, Mtb RmlCD inh
CCOC(=O)c1c(-c2cccs2)csc1NC(=O)c1ccncc1
 : -0.5%, x
Cc1cccc(C(=O)OCc2cncs2)c1
 : -8.6%, 4
CCC(Sc1ccc2nnc(CCNS(=O)(=O)c3ccc(OC)cc3)n2n1)C(=O)OC (stereo unspecified)
 : 1.3%, -9
O=C(/C=C/Nc1ccc(Oc2ccccc2)cc1)c1ccco1
 : -1.1%, 4
CS(=O)(=O)Nc1ccc(C2=NN(S(=O)(=O)c3ccc(F)cc3)C(c3ccco3)C2)cc1 (stereo unspecified)
 : 0.5%, x
CC(=O)c1sc(NC(=O)C(C)(C)C)nc1C
 : -3.6%, x
CC(Oc1ccc(Cl)cc1)C(=O)Nc1nccs1 (stereo unspecified)
 : 1.4%, x

Other compounds
SMILES	GlmU inhibition	Mtb RmlCD inh
COC(=O)c1ccc(N=NN2CCCCCC2)cc1	-3.4%	-8
Cc1ccc(S(=O)(=O)NN2Cc3ccccc3C2=N)cc1	3.0%	15
S=c1[nH]nc(C2CCCCC2)o1	-2.1%	2
COc1cc(C=O)ccc1OC(=O)c1ccc(C(C)C)cc1	-0.3%	0
CC(C)(C)c1ccc(S(=O)(=O)N2C=CC(C(F)(F)F)=NCC2)cc1	0.1%	8
Cc1cccn2c1nc(=S)n2C(=O)c1ccco1	-0.8%	x
COc1ccc(S(=O)(=O)Nc2ccc(N3CCOCC3)cc2)cc1[N+](=O)[O-]	0.7%	-7
O=C(/C=C/c1ccc(Cl)cc1)Nc1ccc(CN2CCOCC2)cc1	-4.5%	15
COc1ccc(-n2ccnc2)cc1	-0.3%	15
Nn1cnnc1N/N=C\c1ccc(-c2ccccc2[N+](=O)[O-])o1	0.8%	x
O=C(N/N=C/c1cc([N+](=O)[O-])ccc1O)C12CC3CC(CC(C3)C1)C2	4.4%	-7
CC1=C(C(N)=O)C(c2ccccc2)n2nc(-c3cccs3)nc2N1 (stereo unspecified)	-1.4%	x
O=c1c2nnn(-c3cccc(F)c3)c2ncn1Cc1ccccn1	-0.2%	x
Cc1cc(C(=O)Nc2ccccn2)cs1	-1.1%	-11
O=C(O)c1cccc(CSc2ncn[nH]2)c1	-3.0%	x
O=C(COc1ncnc2ccccc12)N1CCN(S(=O)(=O)c2ccccc2)CC1	-3.0%	10
Nc1c([N+](=O)[O-])c(=O)sc2ccccc12	-3.0%	-8
O=C(CCC1CCCN(Cc2ccc3c(c2)OCCO3)C1)NCc1ccccc1F (stereo unspecified)	-2.4%	2
CCC(CCC(=O)Nc1cccc([N+](=O)[O-])c1)C(=O)O (stereo unspecified)	-3.0%	-9
CC(C)NC(=S)NCc1cccs1	0.4%	x

Some values from the list.
GlmU inhibition with `O=C(O)c1cccc(CSc2ncn[nH]2)c1` is entered as -3.0%
Mtb RmlCD inh with `CC1(O)CC(c2ccc(Cl)cc2)=NN1C(=O)c1ccc([N+](=O)[O-])cc1` (stereo unspecified) is entered as 8
GlmU inhibition with `O=C(/C=C/c1ccc(Cl)cc1)Nc1ccc(CN2CCOCC2)cc1` is entered as -4.5%
Mtb RmlCD inh with `Cc1ccc(S(=O)(=O)NN2Cc3ccccc3C2=N)cc1` is entered as 15
GlmU inhibition with `CCOC(=O)c1ccccc1Nc1cn(C(C)=O)c2ccccc12` is entered as 6.4%

Back to the main list with the 2 entries that preceded the break.
SMILES	GlmU inhibition	Mtb RmlCD inh
CCC(CCC(=O)Nc1cccc([N+](=O)[O-])c1)C(=O)O (stereo unspecified)	-3.0%	-9
CC(C)NC(=S)NCc1cccs1	0.4%	x
O=C(CCCCCNC(=O)c1ccccc1Cl)N/N=C/c1ccco1	7.4%	13
COCCn1c(=NC(=O)c2cc(-c3cccs3)nc3ccccc23)sc2cc(S(N)(=O)=O)ccc21	2.0%	-4
CC(=O)c1cc2c(cc1NC(=O)c1c(-c3ccccc3)noc1C)OCO2	-3.8%	-2
COc1cc(C=O)c(Cl)cc1OCC(N)=O	-6.1%	x
CCCCNS(=O)(=O)c1ccc2nc(SCC(=O)Nc3ccccc3)[nH]c2c1	0.7%	8
Cc1cc(C)n2nc(S(=O)(=O)Nc3c(Cl)cccc3Cl)nc2n1	-3.7%	3
CSCCC(NS(=O)(=O)c1ccc(Cl)c(Cl)c1)C(=O)O (stereo unspecified)	4.5%	-6
Cc1ccc(C(=O)NCCOc2cccc3cccnc23)cc1Cl	0.9%	7
CCCCCN(C(=O)CN1CCC(Cc2ccccc2)CC1)c1c(N)n(CCCC)c(=O)[nH]c1=O	0.1%	-3
CC(C)N(Cc1ccccc1)C(=O)c1cnc2n(c1=O)CCS2	-3.1%	-8
Cc1cccc(Nc2nc(NCC3CCCO3)nc(N)c2[N+](=O)[O-])c1 (stereo unspecified)	3.2%	7
O=c1cc(CN2CCN(Cc3ccccc3)CC2)c2cc3c(cc2o1)CCC3	-3.3%	x
O=C(COc1ccc2ccccc2c1)N1CCN(Cc2c[nH]c3ccccc23)CC1	6.0%	2
O=C(Nc1ccc2nc(-c3cccnc3)[nH]c2c1)c1ccco1	8.6%	-7
c1coc(CNCc2cccs2)c1	-0.3%	x
C#CC(CC)(CC)NC(=O)/C=C/C(=O)O	-4.3%	-4
COc1cc(NC(=S)NCCN2CCOCC2)cc(OC)c1OC	0.5%	x
Cc1c(NC(=O)c2cccc(F)c2)c(=O)n(-c2ccccc2)n1C	2.1%	0
O=C1CN(C(=O)COc2ccc(F)cc2Br)c2ccccc2N1	0.8%	-9
Cn1nc(OC(=O)Nc2cccc(Cl)c2)cc1C(F)(F)F	1.0%	x
c1ccc(N2CCN(c3ccccc3)C2c2ccncc2)cc1	1.1%	x
Cc1occc1-c1nnc(SCC(=O)Nc2ccccn2)o1	3.8%	14
CCC(Sc1nc(-c2cccc(OC)c2)c(C#N)c(=O)[nH]1)C(=O)Nc1nnc(C(C)C)s1 (stereo unspecified)	4.3%	x

The list is partial; the hit share may differ from the screen's.
